# TEAD-YAP inh: TEAD-YAP interaction inhibition. HEK-TIYL cells, TEAD-Gal4/YAP UAS-luciferase luminescence. inhibition, % at 9.12 µM. 1.4% of 640,000 active. AID 1259422; in the data active means inhibition above about 32%;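 further: 0% = median of test compound wells and 100% = reference inhibitor wells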
# FBW7 activator: activators of human E3 ligase FBW7; AlphaScreen FBW7–phospho-cyclin E peptide binding, activator screen; normalized activity (activation), % at 26.1 µM; 0.13% of 650,000 active; AID 1259310; in the data active means normalized activity above about 1.9%;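 further: purified mutant Fbw7 with reduced substrate affinity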
# Target sequence (Q969H0 whole entry, looked up): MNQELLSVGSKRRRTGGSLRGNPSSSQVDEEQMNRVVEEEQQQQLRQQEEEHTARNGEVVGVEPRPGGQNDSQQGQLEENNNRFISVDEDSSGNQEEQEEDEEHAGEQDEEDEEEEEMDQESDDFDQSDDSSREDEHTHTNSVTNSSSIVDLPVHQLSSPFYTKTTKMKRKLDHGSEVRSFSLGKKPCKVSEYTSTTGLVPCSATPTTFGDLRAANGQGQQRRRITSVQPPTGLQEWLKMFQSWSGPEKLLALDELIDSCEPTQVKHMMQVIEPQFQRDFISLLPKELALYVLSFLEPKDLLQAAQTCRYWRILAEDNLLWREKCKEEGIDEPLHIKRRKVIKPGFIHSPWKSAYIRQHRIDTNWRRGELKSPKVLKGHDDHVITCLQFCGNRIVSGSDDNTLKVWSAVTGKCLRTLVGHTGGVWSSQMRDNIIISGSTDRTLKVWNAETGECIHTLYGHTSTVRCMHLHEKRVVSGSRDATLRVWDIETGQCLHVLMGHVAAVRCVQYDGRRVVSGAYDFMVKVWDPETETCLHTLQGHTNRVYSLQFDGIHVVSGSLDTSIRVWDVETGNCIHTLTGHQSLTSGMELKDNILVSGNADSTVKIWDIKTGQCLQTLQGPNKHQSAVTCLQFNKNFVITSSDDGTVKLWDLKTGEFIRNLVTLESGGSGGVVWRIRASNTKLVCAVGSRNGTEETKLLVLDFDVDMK
# GPR151 activ: human GPR151 activation | Q8TDV0 | PathHunter beta-arrestin GPR151 cells, luminescence | activation, % at 11.2 µM | 1% of 650,000 active; in the data active means activation above about 4.9%;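 further: 0% = median of compound wells and 100% = cells with positive control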
# Target sequence (Q8TDV0 whole entry, looked up): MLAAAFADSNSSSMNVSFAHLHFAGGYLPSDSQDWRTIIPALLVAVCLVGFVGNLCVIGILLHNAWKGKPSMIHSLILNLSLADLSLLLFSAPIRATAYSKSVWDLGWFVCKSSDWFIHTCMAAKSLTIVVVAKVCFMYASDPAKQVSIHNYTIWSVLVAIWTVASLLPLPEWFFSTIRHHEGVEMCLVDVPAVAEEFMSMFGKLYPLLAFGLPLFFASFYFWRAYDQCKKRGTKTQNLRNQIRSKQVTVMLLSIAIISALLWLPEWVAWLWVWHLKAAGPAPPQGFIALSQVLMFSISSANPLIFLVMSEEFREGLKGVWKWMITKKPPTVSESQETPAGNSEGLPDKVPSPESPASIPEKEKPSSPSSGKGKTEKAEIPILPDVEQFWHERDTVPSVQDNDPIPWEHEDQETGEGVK
# MITF inh: human MITF inhibition, primary screen | O75030 | AlphaScreen MITF homodimerization, bead proximity signal | inhibition, % at 2.6 µM | 0.91% of 650,000 active; in the data active means inhibition above about 50%;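 further: 0% = vehicle wells with protein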
# * hit, by the source's call. Compounds as they come. Share with any hit: about 3.5%.
SMILES,TEAD-YAP inh,FBW7 activator,GPR151 activ,MITF inh
O=C(Nc1ccc(-c2ccn[nH]2)cc1)C1CCCN(Cc2nccs2)C1 (configuration not stated),-4,-0.1,1.7,5
O=C(NCCc1ccccc1)c1ccc2nc(-c3ccc(F)cc3)c(-c3ccc(F)cc3)nc2c1,-5,0.0,-0.2,-1
CCSc1nnc(NC(=O)CSc2nnc3c4ccccc4n(C)c3n2)s1,-18,0.1,0.8,-8
O=C(NC1CCCCCC1)C1CCC(CNc2c(NC3CCCCC3)c(=O)c2=O)CC1 (configuration not stated),-6,0.0,-0.7,-2
COc1ccc(NC(=O)N2CCC(c3ccccc3)C2)c(OC)c1 (configuration not stated),-1,0.3,-0.1,14
COc1ccc(OC)c(CNCc2ccco2)c1,4,0.0,0.6,4
COc1ccc(N(C(C)C(=O)N2CCN(Cc3ccccc3)CC2)S(C)(=O)=O)cc1 (configuration not stated),1,0.1,-1.0,8
O=[N+]([O-])c1ccccc1/C=N/N/C(=N/c1ccccn1)c1ccccn1,-66,-0.8,-1.0,5
CCOc1ccc(CCNS(=O)(=O)c2cc(-c3nnc(Nc4ccc(C(=O)N(C)C)cc4)c4ccccc34)ccc2C)cc1OCC,5,-0.1,-0.8,-2
Cn1c(=O)c2sccc2n2c(CCCC(=O)N3CCC(C(N)=O)CC3)nnc12,-10,0.3,-0.6,11
CCOc1ccc2[nH]c(=O)c(CN(CCCO)Cc3nnnn3C3CCCC3)cc2c1,-4,0.2,0.4,4
Cc1cnc(Nc2cnccn2)nc1NC1CC1,0,0.4,1.8,-2
CC1CC(C)(C)NC(=S)N1CCC(=O)N1CCN(Cc2ccccc2)CC1 (configuration not stated),2,0.2,-0.1,18
N#C/C(=C\c1cccc([N+](=O)[O-])c1)C(=O)Nc1ccc(Cl)cc1[N+](=O)[O-],4,0.0,0.7,-2
O=C(CN1CCCC1)Nc1ccccc1N1CCCCC1,-2,-0.1,-0.7,62*
FC(F)(F)c1cccc(NC(=S)N(CCCN2CCCC2)Cc2cccs2)c1,10,-0.1,-1.8,-2
COc1ccc(N2CCN(S(=O)(=O)c3ccc(Cl)c(Cl)c3)CC2)c([N+](=O)[O-])c1,3,-0.2,-0.3,14
CN1CCN(C(=O)c2ccc(-c3nc(NC4CCN(Cc5ccccc5)CC4)c4ncn(CCN5CCCC5=O)c4n3)cc2)CC1,-6,-0.1,0.6,2
COc1cc(CN2CCN(C3CCCC(C)C3)CC2)cc(OC)c1O (configuration not stated),6,0.3,-0.4,74*
COc1ccc(/C=C/C(=O)Nc2ccc(C(C)=O)cc2)cc1OC,-85,-0.1,0.6,-10
CN1C(C(=O)Nc2ccc(F)cc2F)=CC(c2ccco2)=NS1(=O)=O,-13,-0.2,-1.2,-3
COc1cccc(C(=O)CC2OC(=O)c3c2ccc(OC)c3OC)c1 (configuration not stated),-3,-0.1,-1.9,-20
O=C(NCCc1ccc(Cl)cc1)c1ccc(-n2c(=S)[nH]c3ccccc3c2=O)cc1,10,0.4,0.6,3
Cc1ccc(S(=O)(=O)N(CC2CO2)c2ccccc2[N+](=O)[O-])cc1 (configuration not stated),-8,-0.3,1.3,-3
O=C(CC1COc2ccccc2O1)Nc1ccc(Br)cc1 (configuration not stated),9,0.4,-1.4,17

# Overlap with the part before: 2 entries; new compounds follow.
SMILES,TEAD-YAP inh,FBW7 activator,GPR151 activ,MITF inh
Cc1ccc(S(=O)(=O)N(CC2CO2)c2ccccc2[N+](=O)[O-])cc1 (configuration not stated),-8,-0.3,1.3,-3
O=C(CC1COc2ccccc2O1)Nc1ccc(Br)cc1 (configuration not stated),9,0.4,-1.4,17
CCN(CC)S(=O)(=O)c1ccc(Cl)c(C(=O)Nc2ccccc2C(=O)O)c1,8,0.0,0.1,7
COc1cc(CNC2CCCCC2)cc(Br)c1OCC(N)=O,4,-0.1,0.0,2
COc1ccc(N(CC(O)CN(CC(C)C)CC(C)C)S(=O)(=O)c2ccc(C)cc2)cc1 (configuration not stated),-1,-0.1,2.4,4
Cc1ccc(-c2cc(C(=O)N3CCN(C)CC3)no2)cc1,-42,0.0,-0.1,2
Cc1oc2ccccc2c1CN1CCc2c(nc(N3CCOCC3)[nH]c2=O)C1,2,-0.1,1.1,-1
Cc1nn(-c2ccccc2)c2sc(C(=O)NNC(=O)COc3ccccc3)cc12,-17,0.3,0.2,11
Cc1ccc(NC(=O)C2CC(C(C)(C)C)CC(C(C)(C)C)C2)cc1 (configuration not stated),15,0.0,-1.1,-8
COc1ccccc1-n1c(N)c(C(N)=O)sc1=S,-2,-0.2,-1.0,29
Cc1cccc(NC(=O)c2ccc(Br)o2)c1N1CCC(=O)CC1,-5,0.1,-0.7,-11
N/C(=N\OC(=O)CCCN1C(=O)c2ccccc2C1=O)c1ccc([N+](=O)[O-])cc1,5,0.1,-0.9,-1
COc1ccc(-c2csc(NNC(=O)c3ccc(Br)cc3)n2)cc1,2,-0.2,-0.8,3
CCOC(=O)C(=NCC1CCCO1)NNc1cc(C(F)(F)F)ccc1Cl (configuration not stated),2,0.0,0.1,-1
C=CCN(CC=C)C(=O)/C=C/c1ccccc1,-11,0.0,1.0,8
CCC(=O)Nc1cccc(NC(=O)CSc2nnnn2CC)c1,-7,0.7,1.2,11
COc1cccc(CC(=O)N2CCC(n3nccc3NC(=O)C3CC3)CC2)c1,-1,0.0,0.4,0
Cc1ccc(NC(=O)c2ccc(S(=O)(=O)N3CCCC3)cc2)c(C)c1,4,0.5,0.4,-1
COc1ccc(C2Oc3ccccc3N2C(C)=O)cc1 (configuration not stated),5,0.1,0.2,1
CCC(=O)N1NC(=O)C2c3ccccc3CC21 (configuration not stated),3,0.2,0.1,13
O=C1C(=O)N(c2ncccn2)C(c2cccc([N+](=O)[O-])c2)/C1=C(\O)c1ccc(Cl)cc1 (configuration not stated),-3,-0.1,0.4,0
CC(=O)N1CCC(N(C(=O)c2ccccc2)c2ccc3c(c2)CCN3C(C)=O)CC1,-4,0.0,-1.7,-3
CCOC(=O)c1c(NC(=O)c2cc(OC)c(OC)c(OC)c2)sc(C)c1-c1ccc(F)cc1,-1,0.0,-0.5,-19
COc1ccccc1N1CN(Cc2ccccc2)CNC1=S,-1,0.0,-0.5,1
Cc1cccc(CN2CCN(C3CCC3)CCC2=O)c1,-1,-0.1,0.6,-14
COc1ccc(C(=O)NC2CCCCC2)cc1Br,7,-0.1,0.6,2
CC1=C(C(N)=O)C(c2ccccc2Cl)NC(=S)N1 (configuration not stated),8,0.4,-0.6,18

# More compounds:
SMILES,TEAD-YAP inh,FBW7 activator,GPR151 activ,MITF inh
Nc1cc(C(=O)O)ccc1NCc1ccccc1,-24,0.0,-0.9,2
CC(=O)Nc1ccc(S(=O)(=O)N2CCN(C(=O)COc3ccccc3)CC2)cc1,3,0.3,1.0,1
CCCCCn1c(CO)nc2ccccc21,1,-0.1,0.3,-1
COc1ccc(C(=O)COC(=O)C(CC(C)C)N2C(=O)c3ccccc3C2=O)cc1 (configuration not stated),8,0.0,-1.9,-4
CN(C1CCCC1)C1CCN(C(=O)CNC(=O)/C=C/c2cccc(C(F)(F)F)c2)CC1,0,-0.1,1.5,2
CCN1C(=O)C(O)(CC(=O)c2ccc(-c3ccccc3)cc2)c2ccccc21 (configuration not stated),0,0.1,0.4,-5
CSc1ccc(C(CC(=O)c2ccc(C)cc2)Nc2ccc(Cl)cc2)cc1 (configuration not stated),12,0.3,0.8,9
Cc1cc(Oc2coc3cc(OCC(=O)OC4CCCCC4)ccc3c2=O)cc(C)c1Cl,2,-0.2,0.1,-10
O=C(N/N=C/c1cccc(OC(=O)c2ccco2)c1)c1cncc(Br)c1,-10,0.0,0.0,4
CCCNc1nc(OC)nc(-c2c(C)noc2C)n1,-4,-0.1,2.3,5
COc1ccc(S(=O)(=O)CCC(=O)Nc2cc(F)ccc2F)cc1,3,-0.1,0.3,5
C=CCNC(=O)CSc1ccc(Cl)cc1,-13,0.1,-0.5,15
O=C(O)CNS(=O)(=O)c1c(F)cc(F)cc1Br,3,-0.1,2.4,-10
CCOc1ccc(NC(=O)NNC(=O)Cc2ccc(Br)cc2)cc1,4,-0.1,0.3,-5
COc1ccccc1C(=O)N/C(=C/c1ccc(Br)cc1)C(=O)N1CCOCC1,7,0.1,0.3,12
Clc1ccc(CNc2cc(-c3ccccc3)ncn2)cc1,-9,0.3,1.7,-17
CN(C)C(CO)C(O)c1ccc([N+](=O)[O-])cc1 (configuration not stated),-11,-0.1,-1.6,-11
O=C(Nc1ccc2oc(-c3ccccc3F)nc2c1)c1cc2ccccc2oc1=O,-2,0.0,0.8,21
COc1ccccc1-n1nnc(C(=O)NCCc2ccccc2)c1N,-73,0.5,-0.7,3
CCOC(=O)C1C(=O)C=C(c2cccc(NS(C)(=O)=O)c2)CC1c1ccccc1F (configuration not stated),4,0.0,0.1,4
COc1ccc2c(c1)C(c1cccs1)=NNC(c1ccncc1)=N2,7,-0.1,0.3,10
CCCCCn1c(SCc2ccc(Cl)cc2)nc2cc(C(=O)NCC3CCCO3)ccc2c1=O (configuration not stated),0,-0.4,-0.1,-4
CCOc1ccc(NC(=O)Cn2c(C)nc3c(sc4ccccc43)c2=O)cc1,0,0.3,-0.6,2
O=C(NCc1cccs1)c1nn2c(C(F)(F)F)cc(-c3ccco3)nc2c1Br,-4,-0.2,-0.9,78*
COc1nc(Nc2ccccc2)nc(OCC(F)(F)F)n1,-8,0.8,0.5,8

# Further results
SMILES,TEAD-YAP inh,FBW7 activator,GPR151 activ,MITF inh
Cc1cccc(NC(=O)C(=O)NCCC2CCCCN2S(=O)(=O)c2cccs2)c1 (configuration not stated),2,0.4,-0.8,-10
Cc1[nH]n(-c2ccccc2)c(=O)c1/C=N/Nc1nnc(C)c(=O)[nH]1,15,-0.2,0.3,101*
CCN(CC)c1ccc(CNCCNC(=O)c2nonc2N)cc1,8,0.0,-0.2,-5
CCOC(=O)C1=CN(Cc2ccc(F)cc2)C=C(C(=O)OCC)C1c1cccc([N+](=O)[O-])c1,11,0.4,1.1,26
O=C(CN1Cc2ccccc2C1=O)Nc1ccc(Br)cc1F,-9,-0.1,-0.8,-4
CCCNc1nc(N(CC)CC)nc(N(CC)CC)n1,1,0.0,1.6,-8
CCOc1ccccc1NC(=O)CCCCCN1C(=O)c2cccc([N+](=O)[O-])c2C1=O,-6,0.6,0.8,11
Cc1ccc(N2C(=O)C(Cl)=C(N3CCCCCC3)C2=O)c(C)c1,7,0.5,1.0,-9
c1ccc2ncc(-c3ccc4c(c3)COC3(CCNCC3)O4)cc2c1,64*,0.0,-0.5,17
Cc1nc2ncnn2c(C)c1CCC(=O)N(C)c1ccccc1,6,0.1,1.5,6
C=CCN1c2ccccc2C(C)(C)C12C=Cc1c(ccc3ccccc13)O2 (configuration not stated),9,0.1,0.7,10
Cc1ccc(CN2C(=O)NC3(CCN(C(=O)C(C)(C)C)CC3)C2=O)cc1,6,-0.1,0.8,-9
O=C(NCc1cccnc1)C(=O)Nc1cccc2ccccc12,3,0.0,1.4,7
COc1cc(OC)c(OC)cc1/C=C1\SC(N2CCCC2)=NC1=O,-36,0.5,1.6,16
CCOc1cccc2sc(=NC(C)=O)n(CC)c12,9,-0.1,-0.7,3
CCCCOC(=O)C1=C(C)N(C)C(=O)NC1c1ccccc1 (configuration not stated),8,-0.1,0.8,14
O=C(N/N=C1/CCCc2oc(C(=O)O)cc21)c1ccccc1,-63,0.1,-0.4,3
O=C(NCc1nc2ccccc2[nH]1)c1csc(N2CCc3ccccc3C2)n1,-2,0.1,-0.4,22
Cc1ccc(C(C)C)c(OCCN(C)C)c1,9,0.4,-1.4,54*
NC1=NC(=O)/C(=C\c2ccccc2F)S1,1,-0.1,-0.3,-2
COc1ccc(/C=C/C(=O)C2(O)CCCCC2)cc1OC,5,-0.3,2.5,-5
CN(Cc1cscn1)C(=O)C1CC12CCN(Cc1ccc3c(c1)OCCO3)CC2 (configuration not stated),4,0.0,0.5,4
Cc1[nH]n(-c2cccc(Cl)c2)c(=O)c1/C=N/NC(=O)c1cccc(Br)c1,8,-0.1,0.0,-1
Cc1cc(C)n(-c2nnc(C)n2NC(=O)Nc2ccccc2)n1,6,0.0,-1.8,-15
O=C(NCC1COc2ccccc2O1)c1cc2ccccc2o1 (configuration not stated),1,0.2,2.7,2
COc1ccc2[nH]c(=O)c(CN(CC3CCCO3)C(=O)c3ccco3)cc2c1 (configuration not stated),4,-0.1,-0.4,3
COc1ccc(S(=O)(=O)NC(C)C(=O)Nc2ccccc2Cl)cc1 (configuration not stated),3,0.0,2.2,13

# Compounds above that have bromine, in the order listed:
SMILES,TEAD-YAP inh,FBW7 activator,GPR151 activ,MITF inh
O=C(CC1COc2ccccc2O1)Nc1ccc(Br)cc1 (configuration not stated),9,0.4,-1.4,17
COc1cc(CNC2CCCCC2)cc(Br)c1OCC(N)=O,4,-0.1,0.0,2
Cc1cccc(NC(=O)c2ccc(Br)o2)c1N1CCC(=O)CC1,-5,0.1,-0.7,-11
COc1ccc(-c2csc(NNC(=O)c3ccc(Br)cc3)n2)cc1,2,-0.2,-0.8,3
COc1ccc(C(=O)NC2CCCCC2)cc1Br,7,-0.1,0.6,2
O=C(N/N=C/c1cccc(OC(=O)c2ccco2)c1)c1cncc(Br)c1,-10,0.0,0.0,4
O=C(O)CNS(=O)(=O)c1c(F)cc(F)cc1Br,3,-0.1,2.4,-10
CCOc1ccc(NC(=O)NNC(=O)Cc2ccc(Br)cc2)cc1,4,-0.1,0.3,-5
COc1ccccc1C(=O)N/C(=C/c1ccc(Br)cc1)C(=O)N1CCOCC1,7,0.1,0.3,12
O=C(NCc1cccs1)c1nn2c(C(F)(F)F)cc(-c3ccco3)nc2c1Br,-4,-0.2,-0.9,78*
O=C(CN1Cc2ccccc2C1=O)Nc1ccc(Br)cc1F,-9,-0.1,-0.8,-4
Cc1[nH]n(-c2cccc(Cl)c2)c(=O)c1/C=N/NC(=O)c1cccc(Br)c1,8,-0.1,0.0,-1
